From PubChem
VP16 counter: counter-screen for ROR gamma inhibitors: Gal4-VP16 reporter. Drosophila S2 Gal4-VP16 UAS-luciferase, luminescence, 20 h. Potency, µM (series often up to 53.6 µM), without a hit: top-dose activity, negative = inhibition, most hits filed as inhibitors. AID 2546. hit rate 3.5% among 310,000;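 further: Gal4-VP16 expression switched on by copper sulfate through the metallothionein promoter; on the % scale 0 is the no-effect control and ±100 the full control effect; nearly all actives have a fitted effect of over 50% in size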
BRCA1 expr act: BRCA1 expression activation; Potency, µM (doses to about 46.1 µM), for inactives: top-dose activation, most hits filed as activators; AID 624202; hit rate 1.1% among 380,000; MCF7-BRCA1-FFLuc reporter, luminescence, 48 h; response scale: scaled: vehicle 0%, 10 µM genistein 100%; further: nearly all actives have a fitted effect of over 80% in size; some results filed as inactive show a strong effect at the top dose
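Reporter cells (MCF7, BRCA1 promoter-firefly luciferase) received library compounds across a concentration series for 48 h. End-point luminescence was measured and concentration-effect curves derived after normalization.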
Rab9 promoter act: Rab9 promoter activation. Potency, µM (series often up to 9.22 µM), inactives show top-dose activation, negative = inhibition, most hits filed as activators. hit rate 2.8% among 320,000. AID 485297. Huh7 Rab9 promoter-luciferase reporter, luminescence, 24 h; further: % of control where 0% means no effect; nearly all actives have a fitted effect of over 60% in size
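Huh7 reporter line, Rab9 promoter upstream of luciferase. Compound exposure 24 h at 37 °C in reduced-serum medium with 10% FBS. Read-out: luminescence.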
FLuc modulator: counter-screen for miR-21 project: firefly luciferase inhibitors or activators; Potency, µM (doses to about 57.5 µM), for the others: top-dose activity change, negative = inhibition, hits mostly inhibitors; hit rate 6.9% among 360,000; P08659; purified FLuc, Km substrates, luminescence inhibition;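 further: plate controls were vehicle for no effect and reference inhibitor for full effect; nearly all actives have a fitted effect of over 55% in size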
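Biochemical qHTS of compounds, final roughly 60 µM downward over six points, against 10 nM purified firefly luciferase using Km concentrations of substrates (10 uM D-luciferin, 10 uM ATP) in Tris acetate pH 7.5 buffer; luminescence output.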
MBNL1-CUG inh: inhibitors of human MBNL1 binding to CUG repeat RNA | Q9NR56 | TR-FRET MBNL1-His/biotin-(CUG)12 binding, 665/545 ratio | Potency, µM (doses to about 57.5 µM), without a hit: top-dose activity change, negative = inhibition, most hits filed as inhibitors | hit rate 0.036% among 280,000 | AID 2675; active means well fitted inhibition curve with a large enough effect in the signal ratio, with a control signal flat, not every such curve was filed as active; inconclusive means small, poorly fitted or top-dose-only effect, or effect the other way, or a change in a side signal; inactive means no such curve, though single readings can be large or run the other way; the % refers to the signal ratio; further: on the % scale 0 is the no-effect control and ±100 the full control effect
Target sequence (Q9NR56 whole entry, looked up): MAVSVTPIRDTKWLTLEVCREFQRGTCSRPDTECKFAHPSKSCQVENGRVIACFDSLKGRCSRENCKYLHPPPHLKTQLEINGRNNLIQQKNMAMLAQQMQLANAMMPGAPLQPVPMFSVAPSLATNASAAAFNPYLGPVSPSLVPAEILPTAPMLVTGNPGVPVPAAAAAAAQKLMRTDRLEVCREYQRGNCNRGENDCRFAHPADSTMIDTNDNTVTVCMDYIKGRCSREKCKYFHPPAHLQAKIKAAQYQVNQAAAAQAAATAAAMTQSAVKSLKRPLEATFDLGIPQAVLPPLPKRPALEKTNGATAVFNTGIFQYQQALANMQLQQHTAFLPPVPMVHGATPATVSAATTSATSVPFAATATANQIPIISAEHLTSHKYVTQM
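Inhibition of protein-RNA binding appears as loss of TR-FRET between terbium anti-His antibody on MBNL1-His and streptavidin-XL665 on biotin-(CUG)12. Activity is normalized to buffer-only and uninhibited-complex controls.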
RORg inh: inhibitors of mouse ROR gamma transcriptional activity | Potency, µM (series often up to 53.6 µM), for the others: at the highest dose activity change, negative = inhibition, most hits filed as inhibitors | hit rate 5.4% among 310,000 | Drosophila S2 Gal4-RORgamma UAS-luciferase reporter, 20 h | P51450; further: on the % scale 0 is the no-effect control and ±100 the full control effect; nearly all actives have a fitted effect of over 60% in size
Target sequence (P51450 whole entry, looked up, the tested form may be a part): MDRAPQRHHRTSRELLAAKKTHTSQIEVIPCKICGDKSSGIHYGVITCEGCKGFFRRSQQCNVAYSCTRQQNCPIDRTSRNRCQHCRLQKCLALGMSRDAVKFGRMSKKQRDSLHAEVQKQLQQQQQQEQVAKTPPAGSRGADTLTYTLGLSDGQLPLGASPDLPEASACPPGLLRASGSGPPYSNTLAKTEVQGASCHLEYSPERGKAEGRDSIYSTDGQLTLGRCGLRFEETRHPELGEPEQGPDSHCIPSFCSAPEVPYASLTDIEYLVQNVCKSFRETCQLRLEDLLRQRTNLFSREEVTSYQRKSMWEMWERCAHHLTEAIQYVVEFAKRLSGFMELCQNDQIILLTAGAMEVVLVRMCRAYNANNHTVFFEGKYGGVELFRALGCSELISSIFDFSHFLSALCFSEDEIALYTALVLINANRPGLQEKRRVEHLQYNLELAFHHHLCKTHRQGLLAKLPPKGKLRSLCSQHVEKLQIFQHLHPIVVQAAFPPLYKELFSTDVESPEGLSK
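Drosophila S2 cells stably expressing Gal4-DBD/mouse RORγ fusion under metallothionein promoter plus UAS-luciferase; compound 1 h, then 700 uM CuSO4 induction for 20 h at ambient temperature; inhibition read as reduced luminescence.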
NPC1 prom act: NPC1 promoter activation; Huh7 NPC1 promoter luciferase reporter, 24 h; Potency, µM (series often up to 9.22 µM), for inactives: at the top dose activation, hits mostly activators; hit rate 2.4% among 320,000; AID 485313;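 further: % of control where 0% means no effect; nearly all actives have a fitted effect of over 60% in size; reporter is driven by a mutant NPC1 promoter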
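Stable NPC1-promoter luciferase Huh7 line; cpd (DMSO) 24 h, 37 °C, 5% CO2; Amplite luciferase reagent 10 min RT; luminescence readout. qHTS format.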
ELG1 genotox: induces genotoxicity in HEK293T cells with luciferase-tagged ELG1; HEK293T ELG1-luciferase reporter, luminescence, 16 h; Potency, µM (top dose mostly 46 µM), for inactives: at the highest dose activity change, positive = activation, usual class: activators; hit rate 1.3% among 330,000; AID 504466; further: % of control where 0% means no effect; nearly all actives have a fitted effect of over 60% in size
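ELG1-luciferase HEK293T cells, 2,000/well; compound pinned in; 16 hr, 37 °C, 5% CO2; ONE-Glo, 30 min RT; luminescence on CCD imager.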
p53 reactivator: restores transcriptional activity of mutant p53; H1299 p53-A138V BP100-luciferase reporter, luminescence, 24 h; Potency, µM (titrated, usually from 92.2 µM), without a hit: at the top dose activity change, positive = activation, usual class: activators; hit rate 0.063% among 320,000; AID 504706; further: % of control where 0% means no effect; nearly all actives have a fitted effect of over 45% in size
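p53-null H1299 cells stably carrying temperature-sensitive p53-A138V and a BP100-luciferase reporter were pinned with compounds (4-point, 1:5 series) and held 24 hrs at 37 deg C. Luminescence was read 10 min after detection reagent.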
uPA surface inh: inhibitors of cell surface uPA generation; hit rate 0.31% among 330,000; AID 540303; cell surface uPA generation assay, qHTS; Potency, µM (highest dose often 38.3 µM), without a hit: at the top dose activity change, negative = inhibition, usual class: inhibitors; active means well fitted inhibition curve with a large enough effect; inconclusive means small, poorly fitted or top-dose-only effect; inactive means no such curve, though single readings can be large or run the other way; tested in mouse RAW 264.7 cells; further: on the % scale 0 is the no-effect control and ±100 the full control effect; nearly all actives have a fitted effect of over 55% in size
* = called active by the depositor; ? = inconclusive; nt = not tested or not shown; [ ] = another dose, or the depositor's remark. Unless noted, the call rests on the fitted dose curve; in most records, active means well fitted curve in the direction sought with a large enough effect; inconclusive means small, poorly fitted or top-dose-only effect, or another doubt; inactive means no such curve, though single readings can be large; an effect the other way counts as inactive or inconclusive. Potency means the concentration at half of the fitted maximal effect.

SMILES	VP16 counter	BRCA1 expr act	Rab9 promoter act	FLuc modulator	MBNL1-CUG inh	RORg inh	NPC1 prom act	ELG1 genotox	p53 reactivator	uPA surface inh
Cc1cccc(CNC(=O)C2CCC(=O)N(C3CC3)C2)c1 (stereo not drawn)	0.1%	1.4%	2.5%	1.4%	-1.5%	11.8%	0.9%	8.7%	5.7%	-4.1%
CCOC(=O)C1CCCN(C(c2ccccn2)c2c(C)[nH]c3ccccc23)C1 (stereo not drawn)	-5.0%	-12.7%	1.7%	-0.6%	nt	12.6µM*	-3.4%	9.5%	5.1%	6.2%
COc1ccc(OC)c(NC(=O)COC(=O)COc2ccc(Nc3ccccc3)cc2)c1	nt	-1.6%	nt	nt	nt	nt	nt	1.8%	5.8%	2.6%
CC(NC(=O)Cc1ccc(Br)cc1)c1ccccc1 (stereo not drawn)	11.4%	-5.1%	-1.2%	2.6%	-7.1%	?	-1.2%	-0.3%	-10.7%	-15.1%
O=C(COC(=O)c1cc(S(=O)(=O)NCc2ccccc2)ccc1O)c1cc2ccccc2o1	-2.1%	-13.8%	-0.1%	-14.5%	2.9%	18.1%	-2.7%	-2.1%	-0.5%	11.6%
CCN(CC(=O)Nc1c(F)cccc1F)C(=O)Cn1c(=O)cnc2ccccc21	nt	-15.2%	-4.0%	6.5%	nt	nt	1.3%	3.1%	3.7%	12.9%
O=C(NCCc1ccccc1)c1ccco1	-4.1%	?	?	?	-1.1%	11.1%	?	?	?	-7.6%
COc1ccc(S(=O)(=O)NC2(C(F)(F)F)N=C3SCCN3C2=O)cc1 (stereo not drawn)	-8.1%	49.4%	-0.2%	4.2%	-14.1%	-7.3%	-2.5%	-1.9%	6.2%	-4.9%
Cc1ccccc1NC(=O)CSc1nc2scc(C)c2c(=O)[nH]1	6.7%	-47.4%	-0.5%	2.1%	2.5%	-38.7%	1.5%	?	-4.0%	-2.7%
CC(=O)Nc1ccc(S(=O)(=O)Nc2ccc(C(=O)NCC(=O)O)cc2)cc1	10.9%	1.2%	-1.1%	0.9%	5.1%	23.2%	-0.4%	-1.1%	6.2%	9.3%
O=C1CCCN1CC(O)CS(=O)(=O)Cc1ccc(Cl)cc1Cl (stereo not drawn)	2.4%	0.6%	-4.5%[1.84 µM]	-0.2%	4.4%	37.9%	-5.4%	2.0%	-3.8%	18.8%
O=C(/C=C/c1cccc([N+](=O)[O-])c1)Nc1cccc(NC(=O)c2cccs2)c1	-1.6%	-21.1%	8.4%	?	?	?	-1.3%	-10.3%	3.3%	-1.9%
CCN(CC)CC(=O)Nc1sc2c(c1C(=O)c1ccccc1OC)CCC2	10µM*	-74.7%	-4.4%	1.5%	13.0%	3.98µM*	1.3%	-3.3%	6.0%	70.4%[activator]
Cc1ccc(S(=O)(=O)NC(=O)C2CCCCC2)cc1	nt	-9.1%	-0.7%	nt	nt	nt	1.8%	-1.0%	5.9%	7.8%
O=C(Nc1nccs1)C1CCN(S(=O)(=O)c2ccc3c(c2)OCCCO3)CC1	-11.7%	-57.7%	-4.8%	-1.8%	-10.0%	34.6%	1.0%	-5.5%	?	5.2%
Cc1ccc2nc(-c3ccc(NC(=O)CSc4ccccc4)cc3)[nH]c2c1	?	-63.8%[inhibitor]	2.51µM*	?	18.3%	?	1.58µM*	?	?	-13.2%
NS(=O)(=O)c1ccc(CNC(=O)NC23CC4CC(CC(C4)C2)C3)cc1	8.2%	-0.1%	-8.7%	0.6%	2.1%	12.3%	-1.0%	6.3%	9.6%	nt
Nc1ccc2nc(CCCO)[nH]c2c1	-1.3%	-0.6%	-5.8%	0.9%	?	-0.1%	-5.0%	2.8%	-2.3%	2.4%
O=C(Cn1c(CN2CCCCC2)nc2ccccc2c1=O)Nc1ccccc1	1.0%	-8.5%	0.0%	-1.4%	-9.7%	28.1%	0.3%	-4.1%	0.8%	3.7%
O=C1CC(N2CCN(c3ccccc3)CC2)C(=O)N1c1ccc2c(c1)OCO2 (stereo not drawn)	2.0%	-8.5%	6.4%	-0.7%	-4.8%	0.2%	-1.2%	-0.3%	-0.5%	4.1%
O=C(Nc1cccc(C(=O)O)c1)/C(=C\c1ccc2c(c1)OCO2)NC(=O)c1ccccc1Cl	1.6%	32.9%	0.9%	2.8%	3.2%	-14.2%	-1.3%	-6.1%	14.1%	-3.7%
CCOC(=O)CN(c1cccc(C(C)=O)c1)S(C)(=O)=O	-5.6%	0.8%	1.6%	3.2%	-4.8%	-13.4%	-0.8%	-0.7%	-2.3%	nt
CCCCCC1CCC(C(=O)N2CCOCC2)CC1 (stereo not drawn)	8.7%	0.5%	1.6%	0.3%	-1.9%	27.0%	-2.6%	-5.1%	9.8%	3.5%
O=C1c2ccccc2NC(c2cn[nH]c2-c2ccc(Cl)cc2)N1O (stereo not drawn)	0.3%	-31.3%	-16.7%	-1.5%	2.9%[11.5 µM]	10.4%	-8.9%	?	-8.8%	-11.8%
O=C(NCCc1ccc(F)cc1)c1ccc(S(=O)(=O)N2CCCCC2)cc1	nt	-9.4%	-0.7%	-2.1%	nt	nt	-0.5%	-1.6%	-11.6%	-0.9%
O=C(Cn1cnc2c(nnn2Cc2ccc(F)cc2)c1=O)NCc1ccco1	-4.3%	11.0%	-2.4%	0.6%	3.4%	-12.1%	-1.3%	0.7%	14.0%	-25.6%
CCOc1ccc(Br)cc1CSC(=N)N	?	-32.2%	-33.3%[inhibitor]	-0.4%	nt	?	-13.4%	-4.8%	-5.5%	-10.0%
O=C1COc2ccc(S(=O)(=O)NCCc3ccc(Cl)cc3)cc2N1	-3.0%	-30.4%	4.1%	2.2%	-7.5%	-15.2%	-3.2%	0.9%	2.2%	-1.8%
COc1ccc(/C=N\N2CCN(Cc3ccccc3Cl)CC2)cc1	-11.9%	0.0%	-1.6%	6.0%	-11.7%	5.9%	-6.6%	-9.7%	12.9%	-11.2%
Nn1c(SCC(=O)Nc2nccs2)nnc1C1CC1	nt	-22.4%	4.6%	-1.3%	-20.3%	nt	-3.7%	-5.2%	nt	5.2%
CCCCC(=O)NC(c1ccc(N(CC)CC)cc1)c1ccc2cccnc2c1O (stereo not drawn)	2.82µM*	-93.2%	-24.1%	5.6%	10.5%	2.24µM*	-14.1%	?	nt	-9.2%
CC(CCn1cccn1)NC(=O)CCc1nnc(C2CCCCC2)o1 (stereo not drawn)	3.8%	1.9%	-8.1%	-1.0%	2.5%	8.6%	-8.1%	0.9%	15.6%	1.9%
CCOC(=O)c1cnc(SCC(=O)NCc2ccco2)nc1N	3.3%	2.6%	5.3%	-1.5%	-8.7%	44.6%	11.6%	-5.6%	6.7%	-5.1%
CCOC(=O)C1=C(COC(=O)Cc2ccc(Cl)cc2)NC(=O)NC1C (stereo not drawn)	nt	-0.6%	3.6%	2.1%	nt	nt	-1.4%	0.5%	-5.2%	0.6%
COc1ccc(C(CC(=O)Nc2ccc(Cl)cc2F)NC(=O)C(F)(F)F)cc1 (stereo not drawn)	-12.3%	-1.5%	0.1%	-0.5%	?	?	0.4%	-1.1%	5.4%	nt
Cc1cccc(N(C(=O)Cn2nnc3ccccc32)C(C(=O)NC(C)(C)C)c2ccsc2)c1C (stereo not drawn)	-4.2%	-6.7%	-2.0%	4.5%	-0.1%	34.5%	-5.6%	1.2%	-0.5%	13.7%

Complete entries, quoted from the list:
CCOc1ccc(Br)cc1CSC(=N)N as listed: VP16 counter = ?; BRCA1 expr act = -32.2%; Rab9 promoter act = -33.3%[inhibitor]; FLuc modulator = -0.4%; MBNL1-CUG inh = nt; RORg inh = ?; NPC1 prom act = -13.4%; ELG1 genotox = -4.8%; p53 reactivator = -5.5%; uPA surface inh = -10.0%
COc1ccc(C(CC(=O)Nc2ccc(Cl)cc2F)NC(=O)C(F)(F)F)cc1 (stereo not drawn) as listed: VP16 counter = -12.3%; BRCA1 expr act = -1.5%; Rab9 promoter act = 0.1%; FLuc modulator = -0.5%; MBNL1-CUG inh = ?; RORg inh = ?; NPC1 prom act = 0.4%; ELG1 genotox = -1.1%; p53 reactivator = 5.4%; uPA surface inh = nt

Further entries follow:
SMILES	VP16 counter	BRCA1 expr act	Rab9 promoter act	FLuc modulator	MBNL1-CUG inh	RORg inh	NPC1 prom act	ELG1 genotox	p53 reactivator	uPA surface inh
Cc1ccc(C(=O)N/C(=C\c2sccc2C)C(=O)NCCCN2CCOCC2)cc1	-1.2%	-2.7%	0.0%	-8.1%	7.9%	-4.2%	-3.7%	1.3%	-2.2%	1.2%
CCOC(=O)c1nnc(-c2ccc(C)cc2)nc1N1CCSCC1	-4.5%[10 µM]	0.1%	10.4%	13.5µM*	1.0%	14.4%	0.8%	9.9%	11.1%	-3.6%
CNC(=S)N1CCN(c2ccc([N+](=O)[O-])cc2)CC1	-2.7%	-10.3%	-7.0%	3.2%	?	25.3%	2.8%	2.4%	-4.8%	0.7%
CCOC(=O)C1CCN(CC(=O)Nc2c(C(=O)OC)[nH]c3cccc(Cl)c23)CC1	-5.1%	0.9%	-0.6%	1.5%	0.9%	22.4%	-0.4%	-3.9%	-5.6%	nt
O=C(Cn1ncn2c(cc3ccccc32)c1=O)NCCCc1ccccc1	-9.8%	16.2%	-3.9%	-0.6%	-2.3%	-19.3%	-1.8%	7.5%	2.0%	0.2%

Outcome played no part in choosing rows. Share with any hit: about 13%.
